CAL PDZ FP-1 = inhibitors of human CAL PDZ peptide binding. Q9HD26. purified CAL PDZ, TMR-peptide fluorescence polarization, 1 h. inhibition, % at 24.9 µM. 300,000 tested, 0.92% active. AID 602252;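 active means mean inhibition of at least 30% with at least half of replicates also reaching 30%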;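 further: 0% = DMSO neutral control and 100% = excess unlabeled competitor peptide PRC23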
SR-BI HDL uptake = inhibitors of mouse SR-BI mediated HDL lipid uptake | Q61009 | ldlA[mSR-BI] CHO cells, DiI-HDL uptake fluorescence, 3 h | inhibition, % at 12.5 µM | 320,000 tested, 0.96% active;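 active means mean replicate inhibition of at least 70% and a set share of replicates each scoring 70 or more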;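 further: 0% = median of neutral control wells and 100% = median of positive control wells; values of inactives mirror those of a sister screen read the other way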
Rtt109 Vps75 = inhibitors of Candida albicans Rtt109/Vps75 histone acetyltransferase | 330,000 tested, 0.16% active | purified Rtt109/Vps75, ThioGlo CoA-SH fluorescence, 4 h | AID 540336 | inhibition, % at 34.9 µM;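 active means inhibition of at least 50% in every replicate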
NSD2 HMT inh = NSD2 (human) methyltransferase inhibition | O96028 | NSD2 peptide methylation, AlphaScreen, 120 min | inhibition, % at 12.5 µM | 310,000 tested, 0.54% active | AID 743445; in the data active means inhibition above about 50%
SR-BI uptake up = SR-BI HDL lipid transfer activation; activation, % at 12.5 µM; AID 504775; 320,000 tested, 0.096% active; CHO ldlA[mSR-BI] cells, DiI-HDL uptake fluorescence, 3 h; 100 = double the neutral-control signal;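 active means mean replicate activation of at least 60% and every replicate at or above 60%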;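 further: 0% = median plate neutral-control signal and 100% = twice that signal; values of inactives mirror those of a sister screen read the other way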
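System: LDL receptor-deficient CHO ldlA cells overexpressing murine SR-BI | Timing: 3 h uptake period with compound, 37 °C | Medium: HEPES-buffered (25 mM, pH 7.4) F12 plus 0.5% BSA | Dosing: Single-point compound dose | Signal: Bottom-read fluorescence, 550/595 nm | Read-out: Retained DiI signal reflecting DiI-HDL uptake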
dFosB act = enhances mouse delta FosB homodimer DNA binding. P13346. purified delta FosB, TAMRA-CDK5 oligo fluorescence polarization; percent of positive-control signal above neutral wells. activation, % at 25 µM. 340,000 tested, 0.99% active. AID 493131;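 active means mean activation above about 17%, with every replicate also reaching it, limit read from the data, passing the limit was not always enough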;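 further: fluorescence polarization rise as delta FosB binds a TAMRA Cdk5 AP-1 oligo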
PvdQ acylase = P. aeruginosa PvdQ acylase inhibition | purified PvdQ acylase, fluorescence plate reader | inhibition, % at 10 µM | 340,000 tested, 0.063% active | AID 488965; in the data active means inhibition above about 30%, passing the limit was not always enough;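 further: 0% = vehicle neutral wells and 100% = reference inhibitor wells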
PfHsp90 yeast 2 = growth inhibition of yeast expressing Plasmodium Hsp90. inhibition, % at 9.4 µM. AID 504621. 310,000 tested, 0.32% active. S. cerevisiae expressing PfHsp90, BacTiter-Glo ATP, 48 h; yeast lacking PDR1 and PDR3 efflux regulators;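 active means every replicate shows inhibition above about 80%, whatever the replicate mean, limit read from the data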;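 further: 0% = DMSO neutral controls and 100% = 20 µM radicicol positive controls; yeast relying on Plasmodium falciparum Hsp90 in place of its own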
CAL PDZ FP-2 = inhibitors of human CAL PDZ peptide binding; Q9HD26; purified CAL PDZ, TMR-peptide fluorescence polarization, 1 h; inhibition, % at 20 µM; 330,000 tested, 0.02% active; AID 504414;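 active means highest replicate inhibition of at least 40%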;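 further: plate controls were DMSO neutral control wells for no effect and unlabeled competitor peptide control wells for full effect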
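Material – purified CerCALP PDZ construct · Detection – FP readout, S and P plane fluorescence · Measure – percent inhibition from loss of millipolarization · Controls – unlabelled peptide for full inhibition, DMSO wells as neutral · Probe or stimulus – TMR-labelled reporter peptide T*-PRC34 bound in PDZ groove · Times – 1 h at RT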
MITF act = increases MITF-driven TRPM1 promoter luciferase signal. SK-MEL-5 TRPM1-promoter luciferase, 24 h; % of positive control, neutral wells = 0. activation, % at 12.5 µM. 300,000 tested, 0.75% active;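 active means mean activation of at least 80% with every replicate also reaching 80%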;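 further: 0% = neutral control wells and 100% = parthenolide positive control wells; values of inactives mirror those of a sister screen read the other way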
* hit, by the source's call; . = no result given.

1	CC1CC(OC(=O)c2ccccc2C(=O)c2ccc(Cl)cc2)C(=O)O1 (stereo unspecified)
2	N#Cc1ccc(CN2CCN(C(=O)CCNS(=O)(=O)c3ccc(F)c(F)c3)CC2)cc1
3	CCCCN(Cc1cc2cc(OC)ccc2[nH]c1=O)C(=O)COc1ccccc1
4	COc1cc(-n2c(=O)c3ccccc3n(CC(=O)c3ccc(F)cc3)c2=O)cc(OC)c1OC
5	Cc1ccccc1C(=O)Nc1ccc(-c2nnc(SC(C)C(=O)O)n2C)cc1 (stereo unspecified)
6	CN(C)S(=O)(=O)c1cccc(C(=O)NCc2cccs2)c1
7	c1cc2c(cc1C1CCCCC1)c1c3n2CCN=C3CCC1
8	CC(=O)c1ccc(OCCCC(=O)Nc2ccc(S(=O)(=O)N3CCOCC3)cc2)cc1

Compound,1,2,3,4,5,6,7,8
CAL PDZ FP-1,6,0,-2,1,-3,3,-5,.
SR-BI HDL uptake,10,-5,-1,0,4,7,42,1
Rtt109 Vps75,-9,3,-3,1,-2,-3,27,-11
NSD2 HMT inh,-1,-1,-2,1,2,0,17,1
SR-BI uptake up,-10,5,1,0,-4,-7,-36,-1
dFosB act,-6,-1,1,-8,-1,-8,-9,-8
PvdQ acylase,-1,-16,7,-1,-16,-11,-10,-9
PfHsp90 yeast 2,-5,-6,13,-1,25,-7,-3,-34
CAL PDZ FP-2,0.0,0.3,-0.3,0.5,-1.6,-0.1,.,-1.7
MITF act,-16,1,.,4,9,-2,23,-3

9	C=CS(=O)(=O)N(Cc1ccccc1Br)[C@H](CO)CC(C)C
10	CN(Cc1cccnc1)Cc1cn(C)nc1-c1cccc(Cl)c1
11	O=C1CC(c2ccco2)Cc2nc(Nc3ccc(F)cc3)ncc21 (stereo unspecified)
12	COc1cc(C(=O)OCC(=O)N2CCC(C)CC2)cc2c1OCCO2
13	CCOCCCNC(=O)C(c1ccc(OC)cc1)N(Cc1ccc2c(c1)OCO2)C(=O)c1cnccn1 (stereo unspecified)
14	CC(=O)c1cccc(NC(=O)c2cccc(S(=O)(=O)N(C)C)c2)c1
15	CCOc1cc(/C=C2/C(=N)N3OC(C)=CC3=NC2=O)ccc1OCCOc1ccccc1
16	O=C(Nc1cc(Br)ccc1O)c1cc(-c2cccs2)on1

Compound,9,10,11,12,13,14,15,16
CAL PDZ FP-1,0,.,4,1,-2,-7,-2,0
SR-BI HDL uptake,6,-7,17,9,-2,55,64,.
Rtt109 Vps75,5,8,-1,-2,-3,2,11,-3
NSD2 HMT inh,.,-2,1,-2,0,1,.,5
SR-BI uptake up,-6,7,-17,-9,2,-55,-64,.
dFosB act,-3,5,1,-11,-9,-3,-6,49*
PvdQ acylase,-2,-15,0,-9,-20,3,-2,-13
PfHsp90 yeast 2,-20,3,-7,6,24,10,.,-36
CAL PDZ FP-2,-0.5,-5.0,-2.3,-1.5,-3.2,-0.6,0.3,-3.1
MITF act,12,-9,13,0,6,.,.,45

Copied from above: entries 2–13
2	N#Cc1ccc(CN2CCN(C(=O)CCNS(=O)(=O)c3ccc(F)c(F)c3)CC2)cc1
3	CCCCN(Cc1cc2cc(OC)ccc2[nH]c1=O)C(=O)COc1ccccc1
4	COc1cc(-n2c(=O)c3ccccc3n(CC(=O)c3ccc(F)cc3)c2=O)cc(OC)c1OC
5	Cc1ccccc1C(=O)Nc1ccc(-c2nnc(SC(C)C(=O)O)n2C)cc1 (stereo unspecified)
6	CN(C)S(=O)(=O)c1cccc(C(=O)NCc2cccs2)c1
7	c1cc2c(cc1C1CCCCC1)c1c3n2CCN=C3CCC1
8	CC(=O)c1ccc(OCCCC(=O)Nc2ccc(S(=O)(=O)N3CCOCC3)cc2)cc1
9	C=CS(=O)(=O)N(Cc1ccccc1Br)[C@H](CO)CC(C)C
10	CN(Cc1cccnc1)Cc1cn(C)nc1-c1cccc(Cl)c1
11	O=C1CC(c2ccco2)Cc2nc(Nc3ccc(F)cc3)ncc21 (stereo unspecified)

Compound,2,3,4,5,6,7,8,9,10,11
CAL PDZ FP-1,0,-2,1,-3,3,-5,.,0,.,4
SR-BI HDL uptake,-5,-1,0,4,7,42,1,6,-7,17
Rtt109 Vps75,3,-3,1,-2,-3,27,-11,5,8,-1
NSD2 HMT inh,-1,-2,1,2,0,17,1,.,-2,1
SR-BI uptake up,5,1,0,-4,-7,-36,-1,-6,7,-17
dFosB act,-1,1,-8,-1,-8,-9,-8,-3,5,1
PvdQ acylase,-16,7,-1,-16,-11,-10,-9,-2,-15,0
PfHsp90 yeast 2,-6,13,-1,25,-7,-3,-34,-20,3,-7
CAL PDZ FP-2,0.3,-0.3,0.5,-1.6,-0.1,.,-1.7,-0.5,-5.0,-2.3
MITF act,1,.,4,9,-2,23,-3,12,-9,13

12	COc1cc(C(=O)OCC(=O)N2CCC(C)CC2)cc2c1OCCO2
13	CCOCCCNC(=O)C(c1ccc(OC)cc1)N(Cc1ccc2c(c1)OCO2)C(=O)c1cnccn1 (stereo unspecified)

Compound,12,13
CAL PDZ FP-1,1,-2
SR-BI HDL uptake,9,-2
Rtt109 Vps75,-2,-3
NSD2 HMT inh,-2,0
SR-BI uptake up,-9,2
dFosB act,-11,-9
PvdQ acylase,-9,-20
PfHsp90 yeast 2,6,24
CAL PDZ FP-2,-1.5,-3.2
MITF act,0,6

More records.
17	CCOc1cc(C)nc(N2CCCC(C(=O)NCc3ccccc3F)C2)n1 (stereo unspecified)
18	CCC(C)[C@@H](C(=O)N1CCNCC1)n1cc(CCCN=C(N)N)nn1 (stereo partly specified)
19	O=C(O)CN1C(=O)S/C(=C\c2ccc3c(c2)OCO3)C1=O
20	CCOC(=O)C(/C=C(\C#N)C(=O)OCC)=C(/N)N1CCN(c2ccc(Cl)cc2)CC1
21	O=[N+]([O-])c1cc(C(F)(F)F)ccc1Oc1cccnc1[N+](=O)[O-]
22	COc1ccccc1C1CCN(C(=O)c2ccc(C(C)(C)C)cc2)CC1
23	NC(=O)C1(N2CCCCC2)CCN(Cc2nc3ccccc3c(=O)[nH]2)CC1
24	CCN1CCN(Cc2c(O)c(Cl)cc3c(C)cc(=O)oc23)CC1

Compound,17,18,19,20,21,22,23,24
CAL PDZ FP-1,-1,0,0,24,2,-3,-2,1
SR-BI HDL uptake,5,-12,.,1,3,8,-24,16
Rtt109 Vps75,19,1,7,-5,.,5,-6,-352
NSD2 HMT inh,-1,.,0,-1,2,-3,0,4
SR-BI uptake up,-5,12,.,-1,-3,-8,24,-16
dFosB act,-5,6,-3,-2,-5,-8,-11,-11
PvdQ acylase,4,-12,-2,-8,-3,-11,-10,-19
PfHsp90 yeast 2,-3,-1,0,3,3,20,20,22
CAL PDZ FP-2,-3.3,-0.7,1.0,0.3,-2.8,0.5,-1.2,0.1
MITF act,-9,6,.,-13,-2,-13,-17,-7

Screening data: PubChem BioAssay, Broad Institute
